Screening results: PubChem BioAssay, National Center for Advancing Translational Sciences (NCATS)
BAZ2B block: BAZ2B (human) inhibition; Q9UIF8; AlphaScreen BAZ2B-H3K14Ac peptide displacement; Potency, µM (titrated, usually from 114 µM), for inactives: at the highest dose activity change, negative = inhibition, usual class: inhibitors; 360,000 tested, 4.4% active; AID 504333; further: on the % scale 0 is the no-effect control and ±100 the full control effect; nearly all actives have a fitted effect of over 60% in size
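Protein-peptide AlphaScreen: BAZ2B 50 nM, b-H3K14Ac 50 nM, 1x PBS pH 7.4 + 0.01% Tween-20. Preincubation 30 min RT; cpd 30 min RT (top 110 uM); beads 20 min RT, light-protected.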
Pol eta inh: blocks human DNA polymerase eta activity. AID 588591. Q9Y253. 390,000 tested, 1.2% active. Potency, µM (titrated, usually from 114 µM), inactives show at the highest dose activity change, negative = inhibition, usual class: inhibitors. recombinant Pol eta, fluorescent DNA replication assay; further: on the % scale 0 is the no-effect control and ±100 the full control effect
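Pol eta at 10 nM preincubated with compounds 15 min at room temperature; reaction started with fluorescent substrate (50 nM final) and read kinetically at 0 and 10 min.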
APE1 inh: blocks human APE1 abasic DNA cleavage; P27695; recombinant APE1, TAMRA/BHQ-2 abasic DNA cleavage fluorescence; Potency, µM (series often up to 65.8 µM), for the others: at the top dose activity change, negative = inhibition, most hits filed as inhibitors; 350,000 tested, 0.35% active;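 further: plate controls were vehicle for no effect and reference inhibitor for full effect; nearly all actives have a fitted effect of over 55% in size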
Target sequence (P27695 whole entry, looked up): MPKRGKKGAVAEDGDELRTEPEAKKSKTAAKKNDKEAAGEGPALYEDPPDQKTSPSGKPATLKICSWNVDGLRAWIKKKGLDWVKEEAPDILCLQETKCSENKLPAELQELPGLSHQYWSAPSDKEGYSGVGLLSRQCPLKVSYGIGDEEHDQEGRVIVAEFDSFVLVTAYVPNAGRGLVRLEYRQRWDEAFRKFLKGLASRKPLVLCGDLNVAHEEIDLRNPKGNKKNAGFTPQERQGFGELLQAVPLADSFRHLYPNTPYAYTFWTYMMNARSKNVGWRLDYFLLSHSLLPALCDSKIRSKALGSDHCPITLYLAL
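0.75 nM APE1 + cpd, 15 min RT; start w/ 50 nM TAMRA/BHQ-2 THF-abasic dsDNA; kinetic fluor 525/598 nm ×3 reads @60 s; Δ(read3−read1); normalized to DMSO and NSC13755 control wells.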
BLM inh: inhibitors of human Bloom syndrome helicase BLM; 350,000 tested, 0.2% active; recombinant BLM DNA unwinding, fluorescence dequenching; P54132; Potency, µM (titrated, usually from 56.1 µM), inactives show at the highest dose activity change, negative = inhibition, actives largely listed as inhibitors;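 further: plate controls were vehicle for no effect and no enzyme for full effect; nearly all actives have a fitted effect of over 35% in size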
JMJD2A Tudor: blocks the human JMJD2A Tudor domain; O75164; AlphaScreen JMJD2A-Tudor / H3K4me3 peptide binding; Potency, µM (highest dose often 114 µM), inactives show at the top dose activity change, negative = inhibition, most hits filed as inhibitors; 390,000 tested, 4.4% active; AID 504339; further: on the % scale 0 is the no-effect control and ±100 the full control effect; nearly all actives have a fitted effect of over 50% in size
POLK inh: blocks human DNA polymerase kappa activity | purified Pol kappa, fluorescent DNA synthesis assay, 10 min | Potency, µM (top dose mostly 107 µM), for the others: top-dose activity, negative = inhibition, usual class: inhibitors | AID 588579 | Q9UBT6 | 400,000 tested, 0.53% active; further: on the % scale 0 is the no-effect control and ±100 the full control effect
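Pol kappa 10 nM + cpd, 15 min RT; start w/ substrate 50 nM final; fluorescence kinetic read, 0 and 10 min. Neg ctrl: buffer, no enzyme.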
Pol iota inh: inhibitors of human DNA polymerase iota | 390,000 tested, 1% active | Pol iota fluorescent replication assay, 10 min | Potency, µM (highest dose often 115 µM), without a hit: top-dose activity, negative = inhibition, usual class: inhibitors | Q9UNA4 | AID 588590
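Fluorescent replication assay read twice, at 0 min and 10 min after adding 50 nM (final) substrate. Enzyme (10 nM) and compounds were first incubated 15 min at room temperature; enzyme-free buffer wells were negative controls.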
Pol beta inh: blocks human DNA polymerase beta activity | Potency, µM (highest dose often 114 µM), without a hit: at the highest dose activity change, negative = inhibition, actives largely listed as inhibitors | Pol beta primer extension/strand displacement, fluorescence kinetic | 340,000 tested, 1.3% active | P06746; further: on the % scale 0 is the no-effect control and ±100 the full control effect
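Kinetic readout of DNA synthesis with strand displacement by Pol beta. Compound and 10 nM enzyme sit 15 min at room temperature; 50 nM substrate starts the reaction, read immediately and at 10 min.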
G9a inh: inhibitors of human histone lysine methyltransferase G9a; G9a H3K9 monomethylation, AlphaScreen, 2 h; AID 504332; Q96KQ7; Potency, µM (series often up to 102 µM), inactives show top-dose activity, negative = inhibition, most hits filed as inhibitors; 350,000 tested, 8.8% active; further: on the % scale 0 is the no-effect control and ±100 the full control effect; nearly all actives have a fitted effect of over 75% in size
Target sequence (Q96KQ7 913-1193 limits assumed): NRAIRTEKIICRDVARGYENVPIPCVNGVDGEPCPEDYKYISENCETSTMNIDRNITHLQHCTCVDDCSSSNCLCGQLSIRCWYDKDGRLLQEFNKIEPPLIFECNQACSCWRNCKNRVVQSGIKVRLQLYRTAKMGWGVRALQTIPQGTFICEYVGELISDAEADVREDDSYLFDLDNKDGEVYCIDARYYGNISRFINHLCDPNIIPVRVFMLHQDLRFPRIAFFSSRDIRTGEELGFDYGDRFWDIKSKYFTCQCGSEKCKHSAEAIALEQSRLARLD
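Quantitative HTS format: methyltransferase activity on a biotin-tagged H3K9 peptide is measured by AlphaScreen, using a rabbit anti-monomethyl-H3K9 antibody with streptavidin donor and anti-IgG acceptor beads. Final levels are 20 nM enzyme, 500 nM peptide, 20 uM SAM; 2 h RT.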
An asterisk follows results filed as active; & = joins results of further samples; [ ] = remark or other dose. The call rests on the fitted dose curve; in most records, active means well fitted curve in the direction sought with a large enough effect; inconclusive means small, poorly fitted or top-dose-only effect, or another doubt; inactive means no such curve, though single readings can be large; an effect the other way counts as inactive or inconclusive. Potency means the concentration at half of the fitted maximal effect. A portion of the library; the hit share may differ from the screen's.

CC(C)(C)n1nnnc1C(c1cccnc1)N1CCN(c2ccccc2)CC1 (stereo not given) was read as BAZ2B block -17%, Pol eta inh -13%, APE1 inh 1%, BLM inh 0%, JMJD2A Tudor -5%, POLK inh -8%, Pol iota inh -2%, Pol beta inh 18% and G9a inh -2%[12.7 µM].
`O=C(CCN1C(=O)C2CCCCC2C1=O)N1CCN(S(=O)(=O)c2ccccc2)CC1` (stereo not given) gave BAZ2B block 7%, Pol eta inh -22%, APE1 inh 7%, JMJD2A Tudor -5%, POLK inh -6%, Pol iota inh 27% and G9a inh 6%[12.7 µM].
Cc1ccc(NC(=O)COC(=O)Cn2cnc3ccccc32)cc1S(=O)(=O)N(C)C was read as BAZ2B block -32%, Pol eta inh -22%, APE1 inh inconclusive, BLM inh 3%, JMJD2A Tudor -14%, POLK inh 1%, Pol iota inh 3%, Pol beta inh 3% and G9a inh 50µM*.
Screening CSc1ccc(CNC(=O)Cc2csc3ccccc23)cc1 returned BAZ2B block 0%, BLM inh 0%, JMJD2A Tudor -10%, POLK inh -3%, Pol iota inh inconclusive, Pol beta inh 12% and G9a inh -2%[59 µM].
Screening COc1ccc(CCNS(=O)(=O)c2ccc3c(c2)CCN3C(=O)C2CC2)cc1OC returned BAZ2B block -6%, Pol eta inh -9%, APE1 inh inconclusive, BLM inh -1%, JMJD2A Tudor 1%, POLK inh 2%, Pol iota inh -16%, Pol beta inh 11% and G9a inh 6%[0.501 µM].
`CC1Cc2cc(S(=O)(=O)CCC(=O)Nc3ccccc3F)ccc2N1C(=O)C1CC1` (stereo not given) gave BAZ2B block -6%, Pol eta inh -13%, BLM inh 1%, JMJD2A Tudor -12%, POLK inh -4%, Pol iota inh 4%, Pol beta inh 52% and G9a inh -9%[59 µM].
`O=C(Nc1nc(-c2ccc(Cl)s2)cs1)c1ccncc1` gave BAZ2B block -19%, Pol eta inh 12%, APE1 inh -12%, BLM inh 0%, JMJD2A Tudor -19%, POLK inh -9%, Pol iota inh -14%, Pol beta inh 4% and G9a inh inconclusive.
Screening COC(=O)c1ccc(NC(c2ccc(Cl)cc2)P(=O)(OC)OC)cc1 (stereo not given) returned BAZ2B block -25%, Pol eta inh -15%, APE1 inh 4%, BLM inh -13%, JMJD2A Tudor -16%, POLK inh -9%, Pol iota inh 4%, Pol beta inh 3% and G9a inh inconclusive.
Screening O=C(/C=C/c1cccs1)Nc1cccnc1 returned BAZ2B block -2%, Pol eta inh inconclusive, APE1 inh 6%, BLM inh 3%, JMJD2A Tudor -11%, POLK inh 2%, Pol iota inh 22%, Pol beta inh 11% and G9a inh inconclusive.
For O=c1[nH]c(N/N=C/c2ccccc2)nc2ccccc12 the results were BAZ2B block -6%, Pol eta inh -10%, APE1 inh -4%, BLM inh -8%, JMJD2A Tudor -10%, POLK inh -1%, Pol iota inh -22%, Pol beta inh 14% and G9a inh -10%[59 µM].
`COc1ccc(NC(=O)c2ccco2)cc1NC(=O)c1cc(Br)ccc1Cl` gave BAZ2B block -6%, Pol eta inh -10%, BLM inh -14%, JMJD2A Tudor -25%, POLK inh -5%[60.1 µM], Pol iota inh 6%, Pol beta inh 11% and G9a inh -2%[59 µM].
CC(C)C[C@@H](CNCC(=O)[C@H](CC(C)C)NC(=O)c1[nH]cnc1C(=O)N[C@@H](C)CN)NC(=O)c1nc[nH]c1C(=O)N[C@@H](CC(C)C)C(=O)O was read as Pol eta inh -10%, JMJD2A Tudor 56µM*, POLK inh 7% and Pol iota inh inconclusive.
Screening Cc1cc(C(=O)CSc2nc3ccc(Cl)cc3[nH]2)c(C)n1C returned BAZ2B block -8%, Pol eta inh -8%, APE1 inh -9%, BLM inh -3%, JMJD2A Tudor inconclusive, POLK inh -1%, Pol iota inh inconclusive, Pol beta inh 1% and G9a inh inconclusive.
For O=C(Nc1ccccc1)C1=C(N2CCOCC2)/C(=C/c2cccnc2)CC1 the results were BAZ2B block -22%, Pol eta inh 2%, APE1 inh -3%, BLM inh 0%, JMJD2A Tudor -4%, POLK inh -11%, Pol iota inh 5%, Pol beta inh 33% and G9a inh inconclusive.
`CCCC(=O)NC1C2CC3CC(C2)CC1C3` (stereo not given) gave BAZ2B block 6%, Pol eta inh 8%, APE1 inh 19%, BLM inh 1%, JMJD2A Tudor -9%, POLK inh -4%, Pol iota inh 12%, Pol beta inh 3% and G9a inh 6%[59 µM].
`COC(=O)c1ccccc1NC(=O)/C=C/C(=O)O` gave BAZ2B block -6%, Pol eta inh -8%, APE1 inh 5%, BLM inh 3%, JMJD2A Tudor 9%, POLK inh -1%, Pol iota inh 4%, Pol beta inh 14% and G9a inh inconclusive.
`CCc1ccc(-c2cc(C)no2)cc1S(=O)(=O)Nc1ccc(C)cn1` gave BAZ2B block -11%&-7%, Pol eta inh 0%&2%, APE1 inh 10%, BLM inh -2%&-3%, JMJD2A Tudor -9%&-12%, POLK inh -15%&17%, Pol iota inh 15%&9%, Pol beta inh -8%&35% and G9a inh -12%.
Screening CC(C)Cc1nc(SCC(=O)Nc2ccc(S(N)(=O)=O)cc2)n[nH]1 returned BAZ2B block -26%, Pol eta inh 9%, APE1 inh 1%, BLM inh -3%, JMJD2A Tudor 14%, POLK inh -4%, Pol iota inh 22%, Pol beta inh 9% and G9a inh 17%.
`Cc1ccc(C2=NN3C(C(=O)c4ccccc4)Oc4ccccc4C3C2)cc1` (stereo not given) gave BAZ2B block -15%, Pol eta inh 2%, APE1 inh -7%, BLM inh -7%, JMJD2A Tudor -11%[57.1 µM], POLK inh -15%, Pol iota inh inconclusive, Pol beta inh 2% and G9a inh -50%[59 µM].
O=C(NCc1ccccn1)c1nc(Cn2cc([N+](=O)[O-])cn2)no1 was read as BAZ2B block 9%, Pol eta inh 11%, APE1 inh 23%, BLM inh -2%, JMJD2A Tudor -10%, POLK inh 4%, Pol iota inh 18%, Pol beta inh 37% and G9a inh 1%.
Cc1ccc(NC(=O)c2c(C)oc3ccc(O)c(CN(C)Cc4ccccc4)c23)c(C)c1 was read as BAZ2B block -38%, BLM inh -1%, JMJD2A Tudor -19%, POLK inh 9%, Pol iota inh -6%, Pol beta inh inconclusive and G9a inh -34%[59 µM].
`CCN(CC(=O)NCc1ccc(F)cc1)C(=O)c1ccc2c(c1)OCO2` gave BAZ2B block -1%, Pol eta inh 1%, APE1 inh 0%, JMJD2A Tudor -8%, POLK inh -8%, Pol iota inh 7% and G9a inh 1%[59 µM].
Cc1cccc(C)c1NC(=O)c1cccc2c1-c1ccccc1C2=O was read as BAZ2B block 1%, Pol eta inh -4%, APE1 inh -3%, BLM inh 4%, JMJD2A Tudor -3%, POLK inh -4%, Pol iota inh 1%, Pol beta inh 27% and G9a inh 17%[59 µM].
Screening O=[N+]([O-])c1cc(CN2CCOCC2)c2cccnc2c1O returned BAZ2B block 3.2µM*, Pol eta inh 8.9µM*, APE1 inh 5%, BLM inh 0%, JMJD2A Tudor 7.9µM*, POLK inh inconclusive, Pol iota inh inconclusive, Pol beta inh 2.5µM* and G9a inh inconclusive.
Screening COCCNC(=O)C(c1ccc(Cl)cc1)N(C(=O)CCC(=O)Nc1ccccn1)C1CCCC1 (stereo not given) returned BAZ2B block 6%, Pol eta inh -10%, APE1 inh 4%, BLM inh 0%, JMJD2A Tudor -12%, POLK inh -10%, Pol iota inh 6%, Pol beta inh -2% and G9a inh 23%.
`COc1ccc(CCNS(=O)(=O)c2c(C)nc3sccn3c2=O)cc1OC` gave BAZ2B block -25%, Pol eta inh -13%, BLM inh -1%, JMJD2A Tudor -9%, POLK inh -7%, Pol iota inh 17%, Pol beta inh 40% and G9a inh -2%[59 µM].
Screening CC(C)N1C(=O)c2ccc(C(=O)O)cc2C1=O returned BAZ2B block 2%, Pol eta inh -21%, APE1 inh 0%, BLM inh 1%, JMJD2A Tudor 1%, POLK inh 1%, Pol iota inh 12%, Pol beta inh -21% and G9a inh -27%[12.7 µM].
`Cc1ccnc(N2CCN(C(=O)CSc3nc4ccccc4nc3N3CCC(C)CC3)CC2)c1` gave BAZ2B block 18%, Pol eta inh -3%, APE1 inh -1%, BLM inh 3%, JMJD2A Tudor 15%, POLK inh -6%, Pol iota inh 29%, Pol beta inh 9% and G9a inh -26%.
`CC(C)N(Cc1nc(-c2ccc(Cl)cc2)no1)C(=O)CN(C)S(=O)(=O)c1ccc(Cl)cc1` gave BAZ2B block 8%, Pol eta inh -5%, APE1 inh 3%, BLM inh -10%, JMJD2A Tudor -15%, POLK inh -1%, Pol iota inh -11%, Pol beta inh inconclusive and G9a inh 9%[12.7 µM].
Screening C[C@@H](C(=O)Nc1ccc2c(c1)OCCO2)n1c(=O)[nH]c2ccccc2c1=O returned BAZ2B block -21%, Pol eta inh -17%, APE1 inh 75%[activator], BLM inh -1%, JMJD2A Tudor -16%, POLK inh -12%, Pol iota inh 36%[activator], Pol beta inh 2% and G9a inh -6%.
Screening CCc1nnc(NC(=O)C(=O)c2cc(C)n(-c3ccccc3)c2C)s1 returned BAZ2B block -27%, Pol eta inh 50µM*, BLM inh -4%, JMJD2A Tudor 1%, POLK inh -5%, Pol iota inh -21%, Pol beta inh 15% and G9a inh -14%[59 µM].

Filtered by structure, the entries above containing a COOH group
CC(C)C[C@@H](CNCC(=O)[C@H](CC(C)C)NC(=O)c1[nH]cnc1C(=O)N[C@@H](C)CN)NC(=O)c1nc[nH]c1C(=O)N[C@@H](CC(C)C)C(=O)O was read as Pol eta inh -10%, JMJD2A Tudor 56µM*, POLK inh 7% and Pol iota inh inconclusive.
`COC(=O)c1ccccc1NC(=O)/C=C/C(=O)O` gave BAZ2B block -6%, Pol eta inh -8%, APE1 inh 5%, BLM inh 3%, JMJD2A Tudor 9%, POLK inh -1%, Pol iota inh 4%, Pol beta inh 14% and G9a inh inconclusive.
Screening CC(C)N1C(=O)c2ccc(C(=O)O)cc2C1=O returned BAZ2B block 2%, Pol eta inh -21%, APE1 inh 0%, BLM inh 1%, JMJD2A Tudor 1%, POLK inh 1%, Pol iota inh 12%, Pol beta inh -21% and G9a inh -27%[12.7 µM].
